# Screening results: PubChem, The Scripps Research Institute Molecular Screening Center
# DDE Tn7 FP inh – inhibitors of Tn7 peptide binding to human fibrin DD(E) | P02675 | FP displacement of FITC-Tn7 peptide from fibrin DD(E); 0% = median of compound wells per plate | inhibition, % at 8.3 µM | actives 0.13% (n = 370,000);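 active = inhibition above the mean of compounds falling within the control limits plus 3 SD of them, cut at about 14% in these data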;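 note: 0% = plate median of compound wells and 100% = 10 µM Aha-Tn7 peptide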
#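 system = human fibrin DD(E) protein | quantity = DD(E) 2 µM final | medium = Tris/NaCl/CaCl2 buffer, pH 7.8 | also added = labelled Tn7 tracer, 0.1 µM | compound dosing = single point at 8.3 µM | timing = compound with protein 10 min, then 3 h after probe, room temperature | signal = FP measurement | benchmarks = Aha-Tn7 high control | repeats = one replicate per compound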
# ADAM17 inh – ADAM17 inhibition, QFRET primary screen | actives 0.83% (n = 370,000) | recombinant ADAM17, EDANS/DABCYL FRET peptide cleavage | AID 720648 | inhibition, % at 6.95 µM;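 active = inhibition above the mean of compounds lying between control limits plus 3 SD, set per campaign, cut at about 8.5% in these data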;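 note: 0% = DMSO-only wells as the low control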
# Target sequence (P78536 215-824 limits assumed): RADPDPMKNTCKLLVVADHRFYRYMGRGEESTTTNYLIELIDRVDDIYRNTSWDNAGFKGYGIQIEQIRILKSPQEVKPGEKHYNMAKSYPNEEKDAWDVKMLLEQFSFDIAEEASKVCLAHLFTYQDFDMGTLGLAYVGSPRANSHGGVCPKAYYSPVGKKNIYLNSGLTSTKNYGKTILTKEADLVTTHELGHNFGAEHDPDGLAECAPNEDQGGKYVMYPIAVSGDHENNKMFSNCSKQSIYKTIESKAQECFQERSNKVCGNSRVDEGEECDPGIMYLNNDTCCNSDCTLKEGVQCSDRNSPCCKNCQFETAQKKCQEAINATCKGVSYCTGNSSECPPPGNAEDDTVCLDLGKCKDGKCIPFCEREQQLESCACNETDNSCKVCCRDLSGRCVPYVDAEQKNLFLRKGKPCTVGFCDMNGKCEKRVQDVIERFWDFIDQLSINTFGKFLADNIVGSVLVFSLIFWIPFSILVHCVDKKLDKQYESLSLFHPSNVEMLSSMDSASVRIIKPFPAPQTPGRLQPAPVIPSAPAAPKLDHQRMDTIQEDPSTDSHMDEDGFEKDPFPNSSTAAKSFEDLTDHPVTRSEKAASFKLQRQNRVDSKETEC
# TDP2 inh – blocks human TDP2 phosphodiesterase activity | O95551 | inhibition, % at 12.8 µM | recombinant TDP2, T5PNP hydrolysis, p-nitrophenol absorbance 415 nm | actives 0.34% (n = 370,000) | AID 720702;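 active = inhibition above the mean of all tested compounds plus 3 SD, set per campaign, cut at about 25% in these data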;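 note: 0% = DMSO with enzyme and 100% = buffer with substrate but no TDP2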
# Target sequence (O95551 whole entry, looked up): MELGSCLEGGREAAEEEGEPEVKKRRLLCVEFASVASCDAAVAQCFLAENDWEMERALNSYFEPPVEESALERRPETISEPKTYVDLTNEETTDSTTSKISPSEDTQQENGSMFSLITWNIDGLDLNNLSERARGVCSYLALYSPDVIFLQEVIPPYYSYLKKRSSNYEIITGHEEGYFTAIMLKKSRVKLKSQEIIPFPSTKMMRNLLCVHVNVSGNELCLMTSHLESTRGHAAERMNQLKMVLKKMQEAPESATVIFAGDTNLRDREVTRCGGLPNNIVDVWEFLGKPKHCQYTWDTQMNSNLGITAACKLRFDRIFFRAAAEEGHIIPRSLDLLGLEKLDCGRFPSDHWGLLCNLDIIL
#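 Test system: human TDP2 enzyme; Input: 120 nM TDP2 per well; Buffer or medium: Mg2+-containing Tris-HCl buffer, pH 7.5; Reagent: 5 mM T5PNP; Dosing: 12.8 µM single point, 1% DMSO; Incubation: reaction 2 h, 37 °C; Detection: p-Nitrophenol epi absorbance; Read-out: % inhibition relative to enzyme-containing and enzyme-free wells; Replicates: single well per compound.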
# ADAM10 inh – inhibits human ADAM10. inhibition, % at 7 µM. actives 0.62% (n = 370,000). recombinant ADAM10, EDANS/DABCYL FRET peptide cleavage, 3 h. O14672;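 active = inhibition above a per-campaign cutoff equal to the mean of compounds falling between control-based bounds plus 3 SD, cut at about 20% in these data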;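 note: 0% = DMSO wells while the 100% control is not disclosed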
# SIAE primary – blocks human sialic acid acetylesterase. Q9HAT2. SIAE FP-Rh probe binding, fluorescence polarization. inhibition, % at 9.66 µM. actives 0.69% (n = 370,000). AID 1053197;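 active = inhibition above a cutoff: mean of compounds within the control limits plus 3 SD of those, cut at about 17% in these data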;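 note: 0% = plate median of compound wells and 100% = probe without SIAE protein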
# ARFGAP1 inhibitor – inhibitors of rat ARFGAP1; Q62848; inhibition, % at 16.5 µM; Arfgap1-stimulated ARF1 GTP hydrolysis, GDP FP detection; actives 0.26% (n = 360,000);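 active = inhibition above a per-plate limit, mean inhibition of low control wells plus 3 SD, cut at about 25% in these data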;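 note: 0% = DMSO wells with enzyme and 100% = wells lacking Arfgap1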
# Target sequence (Q62848 1-136 limits assumed): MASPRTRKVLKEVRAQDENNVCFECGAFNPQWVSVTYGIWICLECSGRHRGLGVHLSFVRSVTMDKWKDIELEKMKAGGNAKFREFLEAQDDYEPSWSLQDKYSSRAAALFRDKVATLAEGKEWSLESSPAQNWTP
#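 Material: truncated rat Arfgap1 GAP domain; Incubation: compound-enzyme preincubation 20 min, reaction 120 min, detection 60 min, 25 °C; Read-out: percent inhibition of Arfgap1-stimulated GTP hydrolysis; Technique: FP, GDP Alexa 633 tracer displaced from anti-GDP antibody, 620/688 nm; Controls: No-Arfgap1 wells (100%) versus DMSO full-reaction wells (0%); Replication: single well per compound.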
# PLC-beta3 inh – inhibitors of human phospholipase C beta3; Purified PLC-beta3, fluorogenic substrate, fluorescence; inhibition, % at 12.2 µM; actives 0.18% (n = 370,000); in the data active = inhibition above about 11%;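 note: 0% = median of compound wells on plate and 100% = full blocker control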
# ASAP1 inh – blocks human ASAP1-stimulated Arf1 GTP hydrolysis | Q9ULH1 | GDP FP detection | inhibition, % at 16.5 µM | actives 0.19% (n = 360,000) | AID 624377; in the data active = inhibition above about 25%;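 note: 0% = vehicle with enzyme and substrate and 100% = no enzyme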
# DDE Tn6 FP inh – disrupts Tn6 cyclic peptide binding to fibrin D-Dimer-E complex; P02675; Fibrin DD(E) TRITC-Tn6 fluorescence polarization displacement; inhibition, % at 8.3 µM; AID 720509; actives 0.21% (n = 370,000);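 active = inhibition above a per-campaign cutoff: mean of compounds within control limits plus 3 SD, cut at about 15% in these data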;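 note: 0% = median of all compound wells on the plate and 100% = blocking peptide control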
# PLCg1 inh – inhibitors of human phospholipase C gamma1. P19174. purified PLC-gamma1, fluorogenic substrate, fluorescence. inhibition, % at 12.2 µM. actives 0.84% (n = 370,000). AID 720700; in the data active = inhibition above about 9.5%
# Numbers without * were called inactive; nt = not tested or not shown.
SMILES,DDE Tn7 FP inh,ADAM17 inh,TDP2 inh,ADAM10 inh,SIAE primary,ARFGAP1 inhibitor,PLC-beta3 inh,ASAP1 inh,DDE Tn6 FP inh,PLCg1 inh
COc1ccccc1NCC(=O)N/N=C/c1c(O)ccc2ccccc12,-13.1,0.8,-11.2,-17.5,17.9*,-12.3,-60.2,2.9,-12.6,-32.8
Cc1ccc(C(=O)N/C(=C/c2cccs2)C(=O)NCCc2c[nH]c3ccccc23)cc1,-8.2,6.7,-6.5,6.4,4.9,6.1,0.7,11.8,-4.6,1.9
Cc1cc(C)nc(SC2=CS(=O)(=O)c3ccccc32)n1,-8.2,-0.1,-3.2,1.1,-1.4,1.2,2.3,-16.2,-4.7,2.7
CC12CN(C(=O)c3ccccc3)C3(C#N)CC1CCC23C (configuration not stated),-11.4,-0.1,5.9,0.8,1.6,4.6,4.0,7.2,-8.7,2.2
COc1ccc(-n2c(SCC(=O)Nc3ccc4cn[nH]c4c3)nnc2-c2cccnc2)cc1,-6.9,2.5,3.3,3.5,-6.5,nt,3.2,nt,-2.5,-0.6
Nc1nc(CSc2nnnn2-c2ccccc2)nc(N2CCCc3ccccc32)n1,2.9,4.8,5.6,11.5,-12.2,9.5,-3.4,8.4,3.4,-2.0
CCN(CCCNC(=O)Cn1ncc2c([nH]c3ccccc32)c1=O)Cc1ccccc1,-4.8,-4.0,-5.7,-146.1,-3.8,15.2,-6.2,0.6,0.2,1.3
O=C(O)CC1(CC(=O)NCc2csc(-c3cccs3)n2)CCCCC1,-1.4,-10.5,4.9,-24.0,-0.6,2.4,-11.3,-5.2,0.5,-4.2
CCCCC(=O)Nc1cccc(-c2nn3c(C)nnc3s2)c1,-5.9,-2.4,-1.4,-9.2,6.2,-5.5,-0.6,9.5,0.2,-1.9
CCOC(=O)Cc1nnc(Nc2ccc(C(=O)NC)cc2)c2ccccc12,1.5,-6.5,-4.2,-12.2,-7.2,7.1,-127.6,3.3,6.1,-130.8
COc1ccc(NC(=O)c2cc(-c3ccc(OC)c(OC)c3)nc3ccccc23)c(OC)c1,-3.8,2.8,-6.3,-1.4,-2.6,0.7,-7.8,-11.3,-1.0,-2.8
CCc1ccc(CNC(=O)Cn2nc(-c3ccccc3)ccc2=O)cc1,-6.9,-2.2,-10.6,-6.4,2.2,5.8,-6.6,-4.9,-2.9,-0.8
N#CC1c2ccccc2-c2ccccc2N1C(=O)c1ccccc1 (configuration not stated),4.5,-0.3,-5.7,10.4,-3.2,-5.2,-4.5,5.5,0.7,-2.6
Cc1cccc2c(N=NC(=O)c3ccc(NS(=O)(=O)c4cccs4)cc3)c(O)[nH]c12,7.4,2.2,-1.3,-10.6,-24.8,-12.6,-8.7,9.7,-6.3,7.4
CC1CCN(c2c(NCC3CCC(C(=O)N4CCc5ccccc5C4)CC3)c(=O)c2=O)CC1 (configuration not stated),3.6,-4.0,-2.8,-23.5,4.6,2.5,-2.7,-3.6,-4.3,4.3
O=C(C1CCC1)N1CCc2cc(S(=O)(=O)NCCCN3CCCCC3)ccc21,-4.0,0.2,7.6,-6.3,-1.3,-11.1,2.2,3.2,2.9,1.6
CCS(=O)(=O)NCCCCc1ccccc1,1.8,-2.7,8.7,3.0,-1.0,-1.8,2.0,-7.4,-5.1,-2.7
COc1ccc(NC(=O)c2ccc(S(=O)(=O)N3CCCCC3)cc2)cc1OC,1.9,9.0*,-18.1,17.9,-5.6,-1.9,-5.1,5.5,-1.5,7.7
CC1(C(=O)NS(=O)(=O)C2CC2)CCCN(C(=O)c2c(F)cccc2F)C1 (configuration not stated),-5.6,-6.7,4.4,-15.6,-3.5,9.4,2.7,-7.5,6.3,-0.4
O=C(C1CCCC1)N1CCC(CC2CC(c3cccc(Br)c3)=NO2)(C(=O)NCC2CCCCC2)CC1 (configuration not stated),0.5,5.0,-9.6,6.0,-5.4,-2.1,-1.6,2.9,-4.9,4.8
COc1ccc(-c2cn3ccccc3n2)cc1[N+](=O)[O-],-5.7,2.5,-10.0,2.1,0.7,13.6,4.4,6.1,0.5,1.7
CCC(=O)N(C)CCc1cc2c(c(OC)c1/C=N/NS(=O)(=O)c1ccc(C)cc1)OCO2,0.7,-6.3,-4.6,-7.2,7.8,-2.7,-14.2,6.0,4.5,3.3
Cc1ccc(N(C(=O)c2csnn2)C(C(=O)NC2CCCCC2)c2ccco2)cc1 (configuration not stated),0.3,-0.2,-5.0,2.6,-7.1,13.5,-4.0,10.1,1.7,0.9
CCC(=O)n1nc(-c2cccnc2)nc1NCc1cccs1,9.2,-2.3,8.2,3.6,3.8,-16.9,-4.0,-10.2,-4.9,3.3
COC1Cc2ccccc2N(C(=O)N2CCN(CCO)CC2)c2ccccc21 (configuration not stated),1.2,-7.4,-2.7,-10.2,0.3,0.0,-7.2,4.9,5.3,-5.4
C[C@H](CO)N1C[C@H](C)[C@H](CN(C)S(=O)(=O)c2ccccc2)OCc2cnnn2CCCC1=O,8.4,-4.5,4.5,-24.9,-2.5,-9.1,1.8,-5.4,3.2,-0.1
CCOC(=O)c1c(N)sc(C(=O)Nc2ccccc2F)c1C,1.1,-2.9,-12.3,-8.8,-6.2,-4.1,-9.9,13.1,4.1,-2.0
Cc1nn(C)c(C)c1/C=N/N=C1\CCC2C3CCc4cc(O)ccc4C3CCC12C (configuration not stated),0.7,3.9,1.4,5.4,-4.0,4.0,6.0,11.1,0.7,-2.3
CN(c1ccccc1)S(=O)(=O)c1ccc(C(=O)N2CCN(c3ccccc3Cl)CC2)cc1,-9.8,7.3,-19.2,19.3,-3.9,9.0,6.2,10.8,-2.4,3.7
CCOC(=O)N1CCC(NC(=O)C2CCCN(S(=O)(=O)c3ccc4c(c3)oc(=O)n4C)C2)CC1 (configuration not stated),-4.0,0.7,-4.9,3.3,-4.8,1.0,-2.3,-0.8,-1.6,0.7
C/C(CC(=O)Nc1cc(C)ccn1)=N\NC(=O)c1cccc(F)c1,0.3,-11.7,2.8,-25.2,17.0,-2.1,-10.4,-8.0,-3.5,-0.8
Cc1cc(Nc2ccccc2)nc(-c2ccccc2O)n1,-2.3,-6.5,3.2,-17.2,-5.2,4.1,-306.2,8.8,-13.6,-247.5
O=C(N/N=C\c1cccs1)c1ccccc1-n1cccc1,-8.2,4.2,-0.1,-0.8,9.7,6.5,-3.0,10.3,-2.2,1.6
CCN(CC)C(=O)c1sc(NC(=O)Cc2cccs2)c(C#N)c1C,1.1,-3.2,-4.3,-0.9,-4.5,10.2,-0.7,7.1,5.3,-0.1
O=C(COC(=O)C1CCC1)Nc1ccc(Oc2ccccc2)cc1,4.1,2.8,3.3,4.4,5.7,-11.2,-0.5,-0.7,-2.1,-1.9
CCOC(=O)/C(CCC[N+](C)(CC)CC)=N\O,-0.1,1.4,-4.4,2.7,-3.7,3.1,0.1,-0.9,2.3,0.5

# Given with the structure last: 3 of the compounds above
DDE Tn7 FP inh	ADAM17 inh	TDP2 inh	ADAM10 inh	SIAE primary	ARFGAP1 inhibitor	PLC-beta3 inh	ASAP1 inh	DDE Tn6 FP inh	PLCg1 inh	mol
1.2	-7.4	-2.7	-10.2	0.3	0.0	-7.2	4.9	5.3	-5.4	COC1Cc2ccccc2N(C(=O)N2CCN(CCO)CC2)c2ccccc21 (configuration not stated)
-4.0	0.7	-4.9	3.3	-4.8	1.0	-2.3	-0.8	-1.6	0.7	CCOC(=O)N1CCC(NC(=O)C2CCCN(S(=O)(=O)c3ccc4c(c3)oc(=O)n4C)C2)CC1 (configuration not stated)
-2.3	-6.5	3.2	-17.2	-5.2	4.1	-306.2	8.8	-13.6	-247.5	Cc1cc(Nc2ccccc2)nc(-c2ccccc2O)n1

# The listing continues:
SMILES,DDE Tn7 FP inh,ADAM17 inh,TDP2 inh,ADAM10 inh,SIAE primary,ARFGAP1 inhibitor,PLC-beta3 inh,ASAP1 inh,DDE Tn6 FP inh,PLCg1 inh
Cc1ccc2cc(C#N)c(NCCNC(=O)C3CC3)nc2c1C,0.6,-49.3,-13.4,-200.6,-0.8,2.8,-69.2,-3.0,0.9,-54.7
Cc1nc(N2CCOCC2)[nH]c(=O)c1C(O)C(Cl)(Cl)Cl (configuration not stated),-0.8,-1.6,-10.5,8.6,1.9,2.7,-4.1,-10.0,-6.6,2.0
Cc1ccc(-c2nn(-c3ccc(F)cc3)cc2C(=O)NCC(c2cccs2)N2CCOCC2)cc1 (configuration not stated),-10.4,-3.3,5.3,0.9,12.8,-12.0,-5.2,-0.7,0.8,6.1
O=C1NCCCN1Cc1ccc(F)cc1Cl,-0.5,3.9,0.9,5.4,4.8,4.0,-1.6,6.3,9.2,0.8
Cc1cc(C)cc(C(=O)N(CCc2ccccc2)C2CC3CCC(C2)N3C)c1 (configuration not stated),11.0,0.4,9.6,2.6,0.8,7.1,-2.3,1.8,0.7,1.1
O=C(CN1CCOCC1)Nc1ccc([N+](=O)[O-])cc1Br,0.9,-3.7,-4.6,-7.5,-1.3,-2.5,1.7,7.5,3.3,-1.1
CCCCn1c(SCC(=O)Nc2cc(C)on2)nc2c1c(=O)n(C)c(=O)n2C,3.1,-2.6,5.6,3.2,-5.5,-3.6,-0.9,-6.2,6.4,-0.2
Cc1cccc(Nc2nc(-c3ccccc3)cs2)n1,-3.1,3.8,8.2,-0.8,3.9,-1.0,-6.2,6.5,-0.1,-2.0
Cc1oc2c(c1C(=O)Nc1cccc(C(=O)O)c1)CCCC2,-2.3,-1.9,2.9,-4.4,3.8,-8.1,-4.7,-9.5,3.7,-1.5
O=C(NCCc1ccccc1)C1CCN(C2CCN(Cc3ccco3)CC2)CC1,-1.7,-5.8,-1.8,-6.8,8.7,-5.7,-5.2,11.3,1.8,-3.4
COC(=O)[C@H](CC1(c2cn(S(=O)(=O)CC[Si](C)(C)C)c3ccccc23)C(=O)Nc2ccccc21)NC(=O)OC(C)(C)C (some centres not stated),1.5,7.8,0.6,15.6,-13.3,nt,-26.7,nt,-2.3,-19.9
O=C(COC(=O)c1cc(=O)[nH]c2ccccc12)Nc1nc(-c2cccc(Br)c2)cs1,1.2,-9.8,8.5,-28.8,-43.3,2.6,-17.6,-3.3,0.0,-11.2
COC(=O)CC1COc2ccccc2N1C(=O)c1cc(OC)c(OC)c(OC)c1 (configuration not stated),-5.7,-0.9,-4.5,1.9,-5.7,-5.3,-3.5,0.4,-0.6,1.2
Cc1c(-n2cccc2C=O)cccc1[N+](=O)[O-],1.4,-3.6,-0.2,14.9,-0.9,9.9,1.5,1.7,2.4,1.3
CCSc1ccc([C@@H]2[C@@H]3C(=O)N(C)C(=O)[C@@H]3[C@]3(C(=O)OC)CCCCN23)cc1OC,-0.7,-1.0,-1.2,8.9,0.2,5.0,1.2,12.0,0.2,-0.1
